Source: PubChem BioAssay
LYP phosphatase: PTPN22 lymphoid phosphatase activity blockers – biochemical, fluorescence intensity, uHTS (AID 1779). 0.054% of 290,000 active. recombinant LYP phosphatase, fluorescence intensity; higher % means a stronger effect. inhibition, % at 11.5 µM, or IC50 in µM where a hit was titrated; in the data active = inhibition above about 50%;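 note: plate controls were vehicle with enzyme for no effect and no enzyme for full effect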
GPR55 beta-arrestin: GPR55 agonists via beta-arrestin recruitment, primary screen, imaging, U2OS cells, beta-arrestin-GFP redistribution (AID 1961). 0.048% of 290,000 active. U2OS GPR55 beta-arrestin-GFP redistribution imaging; higher % means a stronger effect. activation, % at 10 µM, or EC50 in µM where a hit was titrated;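 active = activation above 40% with more than 50 cells counted in the well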;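 note: U2OS osteosarcoma cells stably expressing GPR55 and beta-arrestin-GFP; plate controls were DMSO negative control for no effect and LPI positive control for full effect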
NTR1 agonist: agonists of NTR1, primary screen, imaging, U2OS cells, beta-arrestin-GFP, high content (AID 493036) | P30989 | NTR1-U2OS beta-arrestin-GFP spot imaging, agonist mode | activation, % at 20 µM | 0.17% of 330,000 active;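 active = activation at or above 40% of the spot to cytoplasm intensity ratio, with at least 20 cells analyzed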;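 note: 0% = DMSO without peptide and 100% = 100 nM NTR1 peptide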
Target sequence (P30989 whole entry, looked up): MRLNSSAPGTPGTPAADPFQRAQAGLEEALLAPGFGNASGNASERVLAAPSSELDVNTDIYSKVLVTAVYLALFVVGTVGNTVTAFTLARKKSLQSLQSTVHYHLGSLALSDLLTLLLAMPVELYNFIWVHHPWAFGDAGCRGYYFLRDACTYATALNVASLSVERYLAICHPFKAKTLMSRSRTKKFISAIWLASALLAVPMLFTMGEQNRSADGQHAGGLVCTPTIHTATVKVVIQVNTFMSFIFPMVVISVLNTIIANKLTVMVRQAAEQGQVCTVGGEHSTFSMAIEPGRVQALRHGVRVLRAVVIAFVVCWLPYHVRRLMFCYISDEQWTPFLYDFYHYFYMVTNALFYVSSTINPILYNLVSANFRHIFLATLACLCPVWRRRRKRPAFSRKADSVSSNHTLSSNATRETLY
GPR55 LPI antagonism: inhibition of LPI-stimulated GPR55 beta-arrestin translocation – imaging, U2OS, beta-arrestin-GFP, LPI agonist, primary screen (AID 2013) | U2OS GPR55 beta-arrestin-GFP translocation imaging, LPI antagonism; higher % means a stronger effect | one-dose inhibition, % at 10 µM; IC50 in µM for titrated hits | 0.13% of 290,000 active;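 active = spots per cell inhibited over 60%, with over 100 cells counted and total cytoplasm intensity under 500,000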;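 note: U2OS cells stably carrying GPR55 and arrestin-GFP stimulated by 5 µM LPI near EC80; imaged beta-arrestin-GFP aggregate spots per cell after agonist stimulation; plate controls were LPI-stimulated DMSO wells for no effect and DMSO wells without LPI for full effect; some results filed as inactive read as strong as hits; confirmed hits need IC50 under 10 µM and bright autofluorescent wells are also inconclusive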
GPR35 antagonists: GPR35 antagonists blocking zaprinast-driven arrestin recruitment, primary screen, imaging, U2OS, beta-arrestin-GFP, zaprinast agonist (AID 2058); U2OS GPR35 beta-arrestin-GFP translocation imaging, zaprinast antagonism; higher % means a stronger effect; one-dose inhibition, % at 10 µM; IC50 in µM for titrated hits; 0.052% of 290,000 active;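 active = inhibition of at least 50% with at least 30 cells and total cytoplasm GFP at most 10,000,000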
T cell modulator: T cell immune modulators affecting CD8 T cell-vesicle binding; 2C CD8+ T cell-vesicle binding, flow cytometry; active compounds read low; calls only at 7 µM; 0.068% of 330,000 active; AID 2052;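 active = response, share of CD8 T cells binding vesicles, and their 90th percentile fluorescence all below set limits, cut at about 80% in these data, passing the limit was not always enough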
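incubation = binding step 1.5 h, 37 °C, antibody labelling 20 min, ice | test system = 2C mouse CD8+ T cells | read-out basis = percent CD8+ FL2 mean versus row control | controls = Peptide-free naked vesicles (low) and QL9 vesicles with 0.7% DMSO vehicle (high) | detection = flow cytometry of vesicle-bound cells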
Hep lipid drop: modulators of hepatic lipid droplet formation; AML12 mouse hepatocytes, oleate lipid droplets, BODIPY imaging; inhibition, % at 6.5 µM; 0.4% of 240,000 active; AID 1656;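 active = lipid droplet intensity inhibited by at least 50%, with more than 500 cells counted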
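Assay system: AML12 mouse liver cells | Compound dosing: One dose, 6.5 µM compound | Read-out basis: Droplet intensity reduction, % inhibition | Measured by: Fluorescence imaging, 20x objective, two fields per well | Schedule: Overnight treatment with compound plus oleate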
Rac1 GTP hydrolysis: MgcRacGAP GTPase-activating activity inhibitors, confirmation, biochemical, ADP Hunter fluorescence. 0.6% of 340,000 active. MgcRacGAP-stimulated Rac1 GTP hydrolysis, ADP Hunter fluorescence; higher % means a stronger effect; GST-tagged Rac1 F28L mutant substrate. inhibition, % at 30 µM; hits with a dose series show IC50 in µM;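 active = first-screen hits whose inhibition reached a set limit at any dose in the follow-up dose series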;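 note: fluorescence reports GDP produced by GAP-driven GTP hydrolysis; strong numbers were not always called active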
SV40 large T antigen: SV40 large T antigen inhibitors, biochemical (AID 1903) | SV40 large T antigen ATPase/helicase inhibition assay; higher % means a stronger effect | inhibition, % at 20 µM, or IC50 in µM where a hit was titrated | 0.39% of 310,000 active; in the data active = a potency from the dose series; note: strong numbers were not always called active
Hep lipid drop cells 6.5 µM: further read-out of Hep lipid drop, marked with its call; cell count; measured here: cell count, cytotoxicity flag;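 cells counted across two imaged fields per well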
T cell modulator vesicle-bound %: also measured in T cell modulator; calls as there; double positive events, %; measured here: CD8+ vesicle-bound cell fraction;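 binding gate set so that unloaded-vesicle control wells show 10% double positive cells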
NTR1 agonist cell count 20 µM: second read-out of NTR1 agonist, no call of its own (marks repeat the call); cell count; measured here: cell count, cytotoxicity flag
* marks the source's active call; other numbers are inactive results; i = inactive; / = not tested or not shown.

SMILES	LYP phosphatase	GPR55 beta-arrestin	NTR1 agonist	NTR1 agonist cell count 20 µM	GPR55 LPI antagonism	GPR35 antagonists	T cell modulator	T cell modulator vesicle-bound %	Hep lipid drop	Hep lipid drop cells 6.5 µM	Rac1 GTP hydrolysis	SV40 large T antigen
CCC(C)(C)NC(=O)CN(C(=O)c1ccc(N2CCCC2)nc1)c1ccc(F)cc1	-6%	0.3%	-0.4	55	3%	-10%	i	50	-14	820	13%	3%
CCC(CC)c1nnc(NC(=O)c2ccc(S(=O)(=O)N3CCc4ccccc4C3)cc2)s1	5%	0.5%	-0.1	62	6%	1%	i	10	4	619	9%	1%
Cc1cc(C)c(S(=O)(=O)c2ccc(Cl)cc2)c(Cl)n1	-5%	0.5%	1.6	31	-14%	-7%	i	43	-20	673	3%	18%
COc1ccc(C(=O)/C=C/c2ccccc2C(F)(F)F)cc1	2%	-0.1%	4.2	47	29%	11%	i	24	/	/	6%	4%
O=C(NCCO)C(=O)NCC1OCCCN1S(=O)(=O)c1ccc2c(c1)OCCO2 (centres undefined)	-7%	0.0%	-0.6	59	10%	-7%	i	20	4	681	9%	17%
Cc1ccc(NC(=O)c2cc(NC(=O)/C=C\C(=O)O)ccc2N2CCCCC2)cc1	-3%	0.0%	/	/	17%	4%	i	15	-19	696	23%	13%
COc1ccc(N2C(=O)CC(NCC#N)C2=O)cc1 (centres undefined)	-7%	0.5%	2.0	61	4%	12%	i	69	3	795	9%	13%
CC(C)NC(=O)/C=C/C(=O)O	-7%	0.4%	0.9	43	4%	-8%	i	15	23	694	6%	16%
CCOC(=O)c1c(NC2OC(=O)c3c2ccc(OC)c3OC)sc(C(=O)OC(C)(C)C)c1C (centres undefined)	0%	0.9%	6.6	76	19%	6%	i	13	-21	523	10%	-1%
CCOc1ccc(/C=N/NC(=S)NC2CC3C=CC2C3)cc1 (centres undefined)	-1%	0.4%	5.9	51	7%	-4%	i	30	36	732	/	8%
COCCn1c(=N)c(C(=O)NCCc2ccc(OC)cc2)cc2c(=O)n3cccc(C)c3nc21	-9%	0.2%	3.1	52	15%	19%	i	39	/	/	23%	-4%
Cn1c(NC(=O)c2ccccc2)cc(=O)n(C)c1=O	-9%	-0.1%	2.7	43	-6%	-16%	i	37	/	/	5%	1%
CC(NC(=O)C1CCN(S(=O)(=O)c2ccc3c(c2)NC(=O)CO3)CC1)c1ccccc1 (centres undefined)	1%	-0.2%	-1.2	52	6%	8%	i	14	3	775	-22%	-1%
CSc1cc(C)n(-c2ccc(Cl)cc2)c(=S)c1C(C)=O	-5%	0.4%	2.2	49	2%	-1%	i	52	9	779	0%	3%
Cc1cccc(OCC(=O)Nc2ccccc2N2CCN(C(=O)C(C)C)CC2)c1C	-4%	-0.1%	0.4	64	-5%	-25%	i	57	0	670	7%	-1%
COc1cccc(C(=O)NCC(=O)OCC(=O)Nc2ncc(Cl)cc2Cl)c1	-3%	0.1%	1.2	73	-16%	13%	i	46	11	694	8%	-4%
COc1ccc(NC(=O)C2(c3ccc(NC(=O)c4ccc(OC)c(OC)c4)cc3)CCCC2)cc1	-5%	0.8%	-1.3	66	0%	-4%	i	19	/	/	0%	5%
Cc1ccc(NC(=O)c2cc3ccccc3o2)cc1S(=O)(=O)N(C)C	1%	0.0%	/	/	-6%	0%	/	/	29	804	9%	5%
CCOCCCNC(=O)CCN1C(=O)c2ccccc2Sc2ncccc21	-5%	0.0%	-0.9	81	2%	-14%	i	31	/	/	7%	4%
COc1cccc(C(=O)OCc2cc(=O)oc3c(C)c(C)ccc23)c1OC	-11%	-0.1%	4.2	59	-4%	-4%	i	28	-2	696	1%	1%
Cc1ccccc1-c1nc(CS(=O)(=O)CC(=O)NCCc2ccccc2)c(C)o1	-11%	0.2%	0.5	74	-11%	12%	i	5	-3	760	6%	5%
Cc1ccc2nc3c(cc(C(=O)NCC4CCCO4)c(=N)n3CC3CCCO3)c(=O)n2c1 (centres undefined)	-48%	0.3%	-0.3	52	-10%	-4%	i	25	-20	800	6%	1%
CC(=O)NNC1=Nc2ccccc2N(C)C(C)C1 (centres undefined)	-4%	-0.5%	0.6	63	-3%	-7%	i	52	15	707	4%	9%
COc1ccc(/C=N/NC(=O)c2c(C)nc3ccc(Cl)cn23)cc1OC	2%	-0.1%	-0.2	88	-9%	12%	i	15	/	/	5%	10%
O=C(CSc1nc(O)c(Cc2ccccc2)c(=O)[nH]1)Nc1nc2c(s1)CCCC2	-3%	-0.1%	-0.7	31	0%	2%	i	34	-17	634	3%	4%

(next part)
SMILES	LYP phosphatase	GPR55 beta-arrestin	NTR1 agonist	NTR1 agonist cell count 20 µM	GPR55 LPI antagonism	GPR35 antagonists	T cell modulator	T cell modulator vesicle-bound %	Hep lipid drop	Hep lipid drop cells 6.5 µM	Rac1 GTP hydrolysis	SV40 large T antigen
CC(CCc1ccccc1)NS(=O)(=O)c1ccc(Cl)c(C(=O)O)c1 (centres undefined)	-8%	-0.2%	-0.2	36	10%	-7%	i	34	11	784	4%	10%
COc1ccc(N(C(C)C(=O)N/N=C/c2cccnc2)S(C)(=O)=O)cc1 (centres undefined)	-2%	0.9%	-1.6	70	-3%	-3%	i	64	21	730	2%	2%
Cn1c(=O)[nH]c(=O)c2c1nc1n2CCS1	0%	0.2%	-0.8	58	6%	1%	i	34	3	675	7%	8%
Cc1nnc(SCC(=O)Nc2ccc(N3CCN(S(C)(=O)=O)CC3)cc2)o1	-10%	0.5%	0.9	54	2%	-5%	i	25	0	820	6%	4%
COc1cc(CN2CCC(C(N)=O)CC2)ccc1OCc1ccccc1	-14%	-0.1%	0.0	46	8%	19%	i	37	7	799	31%	13%
CCC(C)NC(=O)c1ccc(CNS(=O)(=O)c2ccc3c(c2)C(C)(C)C(=O)N3C)cc1 (centres undefined)	-12%	0.3%	-0.7	62	-4%	12%	i	39	6	733	2%	/
CCOc1ccc(N2C(=O)C3CC(C)=C(C)CC3C2=O)c([N+](=O)[O-])c1 (centres undefined)	-4%	-0.1%	1.4	75	6%	-13%	i	35	/	/	-2%	6%
CCCCCC(=O)Nc1ccc(N2CCN(S(C)(=O)=O)CC2)cc1	-7%	0.2%	-0.5	97	2%	11%	i	33	0	731	6%	3%
O=C(Nc1ccccc1)N1CCCC(CNS(=O)(=O)Cc2ccccc2)C1 (centres undefined)	-3%	1.4%	-0.5	55	10%	4%	i	20	0	680	8%	-1%
CC(C)CN(C(=O)c1cc2ccccc2o1)c1c(N)n(CC(C)C)c(=O)[nH]c1=O	-2%	-0.2%	-1.7	55	3%	-5%	i	31	-4	599	8%	9%
COc1ccc(S(=O)(=O)NNC(=O)Nc2ccc(C)cc2)c(OC)c1	-8%	-0.2%	1.1	46	2%	0%	i	54	-9	756	5%	-3%
CC(C)Nc1nnc(SCc2cc(=O)n3ccsc3n2)s1	-5%	-0.2%	0.7	54	0%	-8%	i	24	-11	675	6%	2%
Cc1ccc(NC(=O)[C@H](Cc2ccccc2)NC(=O)[C@@H]2Cc3ccccc3CN2)c(C)c1	-12%	-0.1%	2.8	41	10%	4%	i	21	-12	734	-36%	/
CC1CN(Cc2nc3ccccc3c(=O)[nH]2)CC(C)O1 (centres undefined)	-6%	-0.1%	-1.1	43	-1%	-13%	i	55	3	614	/	9%
CCC(C(=O)N1CCN(S(C)(=O)=O)CC1)c1ccccc1 (centres undefined)	-4%	-0.1%	-2.8	56	3%	10%	i	45	-4	630	9%	6%
O=C(Nc1ccc(C(F)(F)F)cc1)c1ccc(NC(=O)C2CCCO2)cc1 (centres undefined)	-6%	-0.1%	0.8	51	-6%	-3%	i	20	-6	720	6%	8%
NS(=O)(=O)c1ccc(CNC(=O)c2cccnc2Cl)cc1	-7%	0.2%	-2.0	59	-3%	-10%	i	15	0	819	12%	7%
Cc1ccc(C(=O)NN2C(=O)C3C4C=CC(C5CC45)C3C2=O)cc1 (centres undefined)	-4%	0.0%	0.3	23	2%	-13%	i	67	14	722	4%	10%
O=C(NCCNc1ccccc1[N+](=O)[O-])c1cc(F)c(F)cc1Cl	-10%	0.4%	0.0	62	5%	-2%	i	56	4	810	1%	11%
COc1ccc(-n2cnnc2SCC(=O)N2CCN(c3ccccc3)CC2)cc1	-14%	-0.1%	-1.3	33	7%	-4%	i	25	9	787	15%	6%
CCC(C)(CCNC(=O)Cc1ccccc1)c1ccccc1OC (centres undefined)	2%	-0.1%	2.3	88	-3%	-2%	i	22	/	/	15%	3%
O=C(c1ccco1)N1CCN(CC(=O)N2c3ccccc3CCc3ccccc32)CC1	-2%	-0.1%	2.0	79	7%	1%	i	21	-1	774	23%	11%
N#C/C(=C/c1ccc(O)c([N+](=O)[O-])c1)C(=O)Nc1ccccc1	1%	-0.4%	-0.8	82	7%	-3%	i	24	-24	651	9%	7%
O=C(O)Cn1c(SCc2cccc3ccccc23)nc2ccccc21	-7%	-0.1%	-2.2	75	0%	7%	i	26	/	/	10%	1%
CC(NC(=O)C(Cc1ccccc1)n1cccc1)c1ccccc1 (centres undefined)	-3%	0.0%	0.7	49	11%	2%	i	41	-9	718	6%	12%

Taken from above:
Result for CC(NC(=O)C(Cc1ccccc1)n1cccc1)c1ccccc1 (centres undefined) under Hep lipid drop: -9
Result for COc1cc(CN2CCC(C(N)=O)CC2)ccc1OCc1ccccc1 under GPR55 LPI antagonism: 8%
Result for NS(=O)(=O)c1ccc(CNC(=O)c2cccnc2Cl)cc1 under GPR35 antagonists: -10%
Result for CC(C)CN(C(=O)c1cc2ccccc2o1)c1c(N)n(CC(C)C)c(=O)[nH]c1=O under LYP phosphatase: -2%

A different layout for 2 compounds above.
The line under a structure holds: LYP phosphatase, GPR55 beta-arrestin, NTR1 agonist, NTR1 agonist cell count 20 µM, GPR55 LPI antagonism, GPR35 antagonists, T cell modulator, T cell modulator vesicle-bound %, Hep lipid drop, Hep lipid drop cells 6.5 µM, Rac1 GTP hydrolysis, SV40 large T antigen
O=C(Nc1ccc(C(F)(F)F)cc1)c1ccc(NC(=O)C2CCCO2)cc1 (centres undefined)
    -6%, -0.1%, 0.8, 51, -6%, -3%, i, 20, -6, 720, 6%, 8%
NS(=O)(=O)c1ccc(CNC(=O)c2cccnc2Cl)cc1
    -7%, 0.2%, -2.0, 59, -3%, -10%, i, 15, 0, 819, 12%, 7%
